Screens deposited in PubChem by National Center for Advancing Translational Sciences (NCATS).
p53 reactivation: restores transcriptional activity of mutant p53; actives 0.063% (n = 320,000); H1299 p53-A138V BP100-luciferase reporter, luminescence, 24 h; Potency, µM (highest dose often 92.2 µM), inactives show at the top dose activity change, positive = activation, hits mostly activators; AID 504706; further: potency means the concentration at half of the fitted maximal effect; % of control where 0% means no effect; nearly all actives have a fitted effect of over 45% in size
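H1299 (p53-null), stable ts p53-A138V + BP100-Luc; 1000 cells/well, Opti-MEM/10% FBS; cpd 4 pt, 1:5; 24 h, 37 deg C, 5% CO2; detection reagent 10 min RT; luminescence.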
PKM2 act: activators of human pyruvate kinase M2. Potency, µM (top dose mostly 57.5 µM), inactives show at the top dose activation, usual class: activators. actives 0.34% (n = 260,000). purified PKM2, Kinase-Glo ATP luminescence, activation; response scale: 0% is enzyme alone, no compound. AID 1631. P14618; further: potency means the concentration at half of the fitted maximal effect; on the % scale 0 is the no-effect control and ±100 the full control effect; nearly all actives have a fitted effect of over 55% in size
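Kinase-Glo luminescence reports ATP generated from ADP (0.1 mM) and PEP (0.5 mM) by purified hPK-M2 after 1 h at room temperature, pH 7.2 imidazole buffer; intermediate enzyme activity allows detecting inhibitors and activators.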
Giardia kill: Giardia lamblia killing | Giardia lamblia trophozoite viability | activity change, % at 7.66 µM, hits read low | actives 0.15% (n = 340,000); in the data active means activity change below about -80%; inconclusive means between about -30% and that limit;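 further: parasites exposed to compound for two days anaerobically before the ATP read; on the % scale 0 is the no-effect control and ±100 the full control effect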
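Giardia trophozoites, 100 cells per well, were exposed to compounds for 48 hrs at 37 deg C under anaerobic conditions; viability was then read as ATP content by bioluminescence after 15-30 min at room temperature.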
ELG1 genotox: inducers of genotoxicity in HEK293T ELG1-luciferase cells; Potency, µM (doses to about 46 µM), for the others: at the highest dose activity change, positive = activation, actives largely listed as activators; HEK293T ELG1-luciferase reporter, luminescence, 16 h; actives 1.3% (n = 330,000); AID 504466; further: potency means the concentration at half of the fitted maximal effect; % of control where 0% means no effect; nearly all actives have a fitted effect of over 60% in size
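Reporter readout depends on ELG1 protein level, which increases with genetic stress. After 16 hr compound exposure at 37 °C, luciferase activity was quantified using ONE-Glo.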
Menin MLL FP TR: displaces Texas Red mutant MLL peptide from human menin. O00255. Menin + Texas Red MLL mutant peptide, fluorescence polarization. Potency, µM (series often up to 61.6 µM), for inactives: at the highest dose FP activity change, negative = inhibition, most hits filed as inhibitors. actives 0.23% (n = 270,000); active means well fitted inhibition curve with a large enough effect in the polarisation, with a control signal flat, not every such curve was filed as active; inconclusive means small, poorly fitted or top-dose-only effect, or effect the other way, or a change in a side signal; inactive means no such curve, though single readings can be large or run the other way; the % refers to the polarisation; further: potency means the concentration at half of the fitted maximal effect; % of control where 0% means no effect; many of its hits are not listed in these tables
BRCA1 expr up: increases BRCA1 expression. MCF7-BRCA1-FFLuc reporter, luminescence, 48 h; response scale: scaled: vehicle 0%, 10 µM genistein 100%. AID 624202. actives 1.1% (n = 380,000). Potency, µM (series often up to 46.1 µM), inactives show top-dose activation, usual class: activators; further: potency means the concentration at half of the fitted maximal effect; nearly all actives have a fitted effect of over 80% in size; some results filed as inactive show a strong effect at the top dose
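MCF7-BRCA1-FFLuc cells, 2000/well in phenol-red-free MEM, attached 2 h then treated 48 h at 37 C. Luciferase luminescence read 15 min after reagent; normalized to genistein maximum activation (10microM) and DMSO, concentration-response fitted.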
VP16 counter: Gal4-VP16 reporter inhibition counter-screen; Drosophila S2 Gal4-VP16 UAS-luciferase, luminescence, 20 h; Potency, µM (doses to about 53.6 µM), for the others: at the highest dose activity, negative = inhibition, hits mostly inhibitors; actives 3.5% (n = 310,000);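 further: Gal4-VP16 expression switched on by copper sulfate through the metallothionein promoter; potency means the concentration at half of the fitted maximal effect; on the % scale 0 is the no-effect control and ±100 the full control effect; nearly all actives have a fitted effect of over 50% in size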
FLuc counter: inhibits or activates purified firefly luciferase, miR-21 counter-screen; purified FLuc, Km substrates, luminescence inhibition; actives 6.9% (n = 360,000); AID 588342; Potency, µM (highest dose often 57.5 µM), for the others: at the top dose activity change, negative = inhibition, actives largely listed as inhibitors;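 further: potency means the concentration at half of the fitted maximal effect; plate controls were vehicle for no effect and reference inhibitor for full effect; nearly all actives have a fitted effect of over 55% in size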
Target sequence (P08659 whole entry, looked up): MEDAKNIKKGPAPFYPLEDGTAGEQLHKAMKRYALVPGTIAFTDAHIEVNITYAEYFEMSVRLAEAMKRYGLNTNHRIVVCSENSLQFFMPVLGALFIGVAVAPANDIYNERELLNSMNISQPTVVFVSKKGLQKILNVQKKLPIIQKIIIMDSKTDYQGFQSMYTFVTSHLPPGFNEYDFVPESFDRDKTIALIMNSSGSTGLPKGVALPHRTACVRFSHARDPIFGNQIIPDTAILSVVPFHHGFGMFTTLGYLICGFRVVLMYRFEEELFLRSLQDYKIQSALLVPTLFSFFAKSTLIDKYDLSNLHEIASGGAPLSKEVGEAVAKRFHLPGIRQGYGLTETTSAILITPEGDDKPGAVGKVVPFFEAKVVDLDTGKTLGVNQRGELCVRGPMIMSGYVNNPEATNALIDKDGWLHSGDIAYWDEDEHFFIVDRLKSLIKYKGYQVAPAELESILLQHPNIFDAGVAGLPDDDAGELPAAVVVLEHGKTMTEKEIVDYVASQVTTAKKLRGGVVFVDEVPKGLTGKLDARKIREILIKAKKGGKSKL
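Purified P. pyralis luciferase, 10 nM final, with Km-level 10 uM D-luciferin and 10 uM ATP in 50 mM Tris acetate pH 7.5, 10 mM Mg acetate, 0.01% Tween-20, 0.05% BSA; 6-point qHTS titration about 60 µM downward; luminescence read.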
NPC1 prom act: activates the NPC1 promoter; Potency, µM (doses to about 9.22 µM), for the others: at the highest dose activation, usual class: activators; Huh7 NPC1 promoter luciferase reporter, 24 h; AID 485313; actives 2.4% (n = 320,000);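 further: potency means the concentration at half of the fitted maximal effect; % of control where 0% means no effect; nearly all actives have a fitted effect of over 60% in size; reporter is driven by a mutant NPC1 promoter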
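Stable NPC1-promoter luciferase Huh7 line; cpd (DMSO) 24 h, 37 °C, 5% CO2; Amplite luciferase reagent 10 min RT; luminescence readout. qHTS format.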
RORg inh: ROR gamma (mouse) transcription inhibition; P51450; Potency, µM (doses to about 53.6 µM), for inactives: at the top dose activity change, negative = inhibition, hits mostly inhibitors; actives 5.4% (n = 310,000); Drosophila S2 Gal4-RORgamma UAS-luciferase reporter, 20 h; AID 2551; further: potency means the concentration at half of the fitted maximal effect; on the % scale 0 is the no-effect control and ±100 the full control effect; nearly all actives have a fitted effect of over 60% in size
Target sequence (P51450 whole entry, looked up, the tested form may be a part): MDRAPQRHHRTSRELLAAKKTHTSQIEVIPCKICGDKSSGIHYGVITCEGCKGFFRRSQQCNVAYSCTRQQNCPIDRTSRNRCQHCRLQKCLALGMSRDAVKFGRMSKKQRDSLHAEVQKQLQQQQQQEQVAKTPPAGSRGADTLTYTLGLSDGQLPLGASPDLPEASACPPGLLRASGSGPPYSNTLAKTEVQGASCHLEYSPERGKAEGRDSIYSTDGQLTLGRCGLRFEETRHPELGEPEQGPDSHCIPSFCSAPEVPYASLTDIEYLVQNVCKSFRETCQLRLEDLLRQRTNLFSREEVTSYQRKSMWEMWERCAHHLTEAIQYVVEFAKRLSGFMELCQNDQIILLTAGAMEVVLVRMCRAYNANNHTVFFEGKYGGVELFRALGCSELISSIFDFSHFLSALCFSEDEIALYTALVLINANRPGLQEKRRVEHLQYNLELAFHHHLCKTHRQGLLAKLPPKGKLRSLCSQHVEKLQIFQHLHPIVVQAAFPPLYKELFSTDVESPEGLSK
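A Gal4/UAS one-hybrid system in insect cells: metallothionein-promoter Gal4–ROR gamma fusion plus Photinus luciferase reporter. Copper sulfate 700 uM final, 20 hr ambient incubation, luminescent detection after 10 min with reagent.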
Rab9 prom act: Rab9 promoter activation; Huh7 Rab9 promoter-luciferase reporter, luminescence, 24 h; Potency, µM (top dose mostly 9.22 µM), inactives show top-dose activation, negative = inhibition, most hits filed as activators; AID 485297; actives 2.8% (n = 320,000); further: potency means the concentration at half of the fitted maximal effect; % of control where 0% means no effect; nearly all actives have a fitted effect of over 60% in size
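Cell-based reporter: Huh7 stable for Rab9 promoter-driven luciferase, plated in reduced-serum medium with 10% FBS at 1500 cells/well, compound-treated 24 h at 37 °C, luminescence read after 10 min reagent.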
Active calls of the source: *; ? = inconclusive; . = no result given; [ ] = dose if it differs, or a comment. Unless noted, the call rests on the fitted dose curve; in most records, active means well fitted curve in the direction sought with a large enough effect; inconclusive means small, poorly fitted or top-dose-only effect, or another doubt; inactive means no such curve, though single readings can be large; an effect the other way counts as inactive or inconclusive.

SMILES	p53 reactivation	PKM2 act	Giardia kill	ELG1 genotox	Menin MLL FP TR	BRCA1 expr up	VP16 counter	FLuc counter	NPC1 prom act	RORg inh	Rab9 prom act
CN(C)CCCNCC(=O)Nc1ccccc1N1CCOCC1	-0.6%	-7.1%	-3.1	-0.7%	7.8%	3.3%	-0.3%	-1.2%	0.3%	-15.7%	-4.1%
CCOc1ccc(CN2CCC(=O)NC2=O)cc1	?	-2.4%	1.6	-4.3%	5.0%	3.6%	5.5%	-1.0%	-4.6%	4.3%	-17.4%
Cc1[nH]nc2c1C(Cc1ccccc1)C(C#N)=C(N)O2 (centres undefined)	?	6.2%	12.2	1.5%	-12.0%	-32.6%	-6.7%	1.0%	-0.7%	-19.6%	-6.7%
CN(CCN(C)C(C)(C)C)C(=O)C(c1ccccc1)c1ccccc1	5.4%	11.8%	-9.4	-2.7%	.	-13.7%	-18.9%	5.5%	-5.3%	-36.7%	7.7%
CC1CCN(C(=O)N2c3ccccc3Sc3ccccc32)CC1	0.0%	-6.5%	0.7	-3.5%	-9.8%	-63.1%	-2.8%	-10.6%	-3.3%	6.0%	9.1%
CC(C)c1nnc(NC(=O)CS(=O)(=O)c2ccccc2)s1	0.3%	1.4%	5.5	6.9%	2.6%	11.7%	-0.8%	-0.4%	0.4%	-20.5%	-1.1%
CN(c1ccccc1)c1nc(N)c([N+](=O)[O-])c(NC2CCCCC2)n1	-1.6%	.	-20.0	0.5%	-19.3%	-4.6%	2.7%	-1.3%	2.3%	9.2%	2.5%
CC(Sc1nc2ccccc2o1)C(=O)O (centres undefined)	?	1.4%	0.1	?	13.7%	-2.4%	-11.4%	15.1µM*	-3.3%	-10.8%	3.8%
O=c1[nH]c(SCc2cccc(F)c2)nc2ccccc12	7.9%	-1.8%	0.4	2.2%	.	-1.9%	-3.7%	-1.7%	1.1%	2.3%	-0.7%
CC(NC(=O)C(C)N1C(=O)C2C3CC(C(Br)C3Br)C2C1=O)c1ccccc1 (centres undefined)	3.2%	5.4%	-14.7	0.0%	2.8%	-2.5%	-2.1%	-11.0%	-1.0%	1.6%	-1.3%
Cc1ccc2[nH]c3c(=O)n(N)c(C)nc3c2c1	18.6%	-0.4%	-27.4	14.5%	0.0%	16.2%	-9.0%	?	1.1%	-0.4%	22.1%
O=S(=O)(Nc1cccc2ccccc12)c1ccccc1F	4.3%	3.7%	-13.5	6.1%	5.2%	24.1%	-16.0%	3.3%	-1.9%	6.7%	3.4%
COc1ccccc1C(=O)NCCC(=O)Nc1ccc(S(=O)(=O)N2CCCC(C)C2)cc1 (centres undefined)	-5.6%	.	5.2	-1.9%	.	-21.9%	.	1.2%	-1.1%	.	0.2%
CC(C)C[C@@H](CO)N1CCN(Cc2ccc(Br)cc2)CCC1=O	8.4%	4.9%	-10.5	-6.0%	-5.2%	-15.6%	1.3%	1.2%	-1.0%	23.2%	-2.8%
Clc1cc2c(nn1)Nc1ccccc1S2	-1.2%	2.0%	5.5	8.7%	.	23.8%	0.7%	-3.7%	-32.2%[inhibitor]	-7.2%	-6.5%
CCOCC(=O)Nc1ccccc1C(=O)OCC	-7.1%	3.5%	6.4	0.4%	-16.8%	0.1%	.	-0.6%	0.0%	2.3%[0.365 µM]	-0.2%
N#CCn1nnc(-c2ccc3c(c2)OCO3)n1	16.3%	-5.2%	6.8	?	-6.3%	36.5%	0.9%	?	9.1%	-35.2%	9.7%
Cc1cccc(NC(=O)[C@H](Cc2ccccc2)NC(=O)[C@@H]2Cc3ccccc3CN2)c1	11.7%	.	-17.8	10.6%	.	31.0%	-0.8%	-17.6%	-0.9%	6.4%	8.0%
Cc1ccc(CCC(=O)Nc2ccc(C#N)cc2)o1	-2.8%	.	2.2	0.6%	.	-7.7%	15.9%	4.5%	1.2%	-1.6%	2.9%
COc1ccc(N(CC(=O)NC2CC3CCC2C3)S(=O)(=O)c2ccc(C)cc2)cc1OC (centres undefined)	-0.5%	0.8%	-6.4	-14.9%	.	6.8%	12.7%	-1.9%	0.4%	-0.4%	-2.4%
NC(=O)c1ccc(NC(=O)C2CCCO2)cc1 (centres undefined)	-4.4%	-2.9%	9.6	-0.8%	-13.2%	26.6%	6.5%	-1.7%	-4.2%	6.5%	-0.8%
Cc1ccc(NC(=O)CN2C(=O)NC3(CCCCCC3)C2=O)cc1Cl	-14.3%	.	11.1	1.3%	.	-32.2%	.	-10.3%	-4.2%	.	-4.1%
O=C(NCC(c1ccco1)N1CCN(c2ccc(F)cc2)CC1)C1CCCCC1 (centres undefined)	-4.0%	.	15.4	1.8%	.	-2.0%	.	-0.1%	-1.1%	.	-3.1%
C#CCOCCOCCOCCNc1nc(N2CCN(C(=O)Cn3cc(CCCN=C(N)N)nn3)CC2)nc(N2CCN(C(=O)[C@H](CCCCN)n3cc(CC(C)O)nn3)CC2)n1 (some centres undefined)	2.2%	.	21.3	2.4%	.	8.8%	.	-1.9%	-0.2%	.	1.5%
Cc1cccc(NC(=O)CN2CCN(C(=O)c3cnn(Cc4ccccc4)c3)CC2)c1C	3.4%	.	14.5	1.6%	.	-9.3%	.	.	-3.6%	.	-3.1%
(list continues)
SMILES	p53 reactivation	PKM2 act	Giardia kill	ELG1 genotox	Menin MLL FP TR	BRCA1 expr up	VP16 counter	FLuc counter	NPC1 prom act	RORg inh	Rab9 prom act
O=C(Cc1ccc(F)cc1)Nc1nc(-c2ccc(F)cc2)cs1	0.6%	-5.2%	0.1	-3.8%	-6.0%	-12.2%	-22.2%	-0.2%	-3.1%	-3.5%	-3.8%
COc1cc2nc(-c3ccccc3C)oc(=O)c2cc1OC	.	-5.7%[11.5 µM]	14.1	-1.2%	?	-1.3%	-0.6%	?	-1.2%	21.9%	-2.2%
COc1ccc(C(=O)NC(=O)CSc2nnc(-c3ccco3)n2-c2ccccc2)cc1	-5.0%	4.3%	39.5[activator]	-7.5%	0.4%	11.7%	-6.4%	-10.5%	0.4%	10.8%	-2.7%
CCc1noc(C)c1C(=O)OCC(=O)Nc1c(F)cccc1F	-1.2%	.	-10.8	3.9%	.	20.2%	.	3.9%	3.7%	.	0.2%
COC(=O)C1=C(C)Nc2nnnn2C1c1ccco1 (centres undefined)	0.4%	-3.1%	2.7	-1.2%	-8.3%	9.3%	-9.6%	1.6%	-1.6%	-8.5%	-4.9%
O=C(NC1(C(=O)NC2CCCCC2)CCCCC1)c1ccccn1	-5.8%	1.1%	-5.3	-0.8%	.	-2.1%	7.9%	0.5%	-3.5%	-13.9%	-6.0%
O=C(O)c1ccccc1Nc1cccc(OCc2ccc3ccccc3n2)c1	8.5%	.	-29.7	?	?	2.8%	-9.2%	?	?	25.0%	11.6%[46.1 µM]
CCOC(=O)N1CCC(NC(=O)CC(NS(=O)(=O)c2ccc(Cl)cc2)c2ccco2)CC1 (centres undefined)	-8.2%	-1.2%	-5.6	-1.5%	-3.0%	0.8%	19.6%	-0.5%	1.6%	0.3%	-8.1%
O=C(CN(CCc1ccccc1)C(=O)CNS(=O)(=O)c1ccccc1)NCc1ccco1	1.5%	1.0%	-14.5	-0.2%	-5.6%	-11.8%	12.1%	-0.5%	-8.4%	10.5%	2.3%
CC(=O)c1ccc(NC(=O)C(C)n2nc(-c3ccccc3)c3cc(Cl)ccc32)cc1 (centres undefined)	-2.0%	-2.6%	14.9	-9.8%	-23.6%	-56.5%	7.0%	-2.0%	0.2%	?	-9.6%
O=Cc1ccc(Oc2cnccn2)cc1	0.4%	3.8%	-22.8	-2.7%	13.4%	-3.2%	-9.3%	-1.1%	-2.7%	1.7%	3.1%
COC(=O)c1cc(NC(=O)C2COc3ccccc3O2)ccc1Cl (centres undefined)	-3.9%	-2.4%	3.8	0.4%	26.9%	-1.0%	6.7%	-18.1%	7.3%	?	-1.6%
CC(C)n1ncc2c(C(=O)NCC(=O)Nc3ccccc3Br)cc(C3CC3)nc21	-0.4%	.	-1.9	-0.5%	.	-4.2%	.	3.1%	4.3%	.	-5.1%
O=C(CSc1ccccc1)Nc1cccc(S(=O)(=O)N2CCOCC2)c1	11.3%	.	-7.4	-0.2%	.	?	.	-3.0%	-2.1%	.	-4.0%
CCOc1ccc(N2C(=O)c3ccc(C(=O)OCc4c(C)noc4C)cc3C2=O)cc1	3.3%	-10.0%	2.7	9.5%	3.0%	0.2%	-5.4%	3.5%	-0.8%	4.6%	0.8%
Cc1ccc(N2CC(C(=O)Nc3nnc(C(C)C)s3)CC2=O)cc1 (centres undefined)	1.1%	-0.5%	7.7	-2.9%	10.8%	0.2%	5.6%	-0.8%	-4.4%	-21.9%	-1.4%

These rows are one share of the data; rates above refer to the full screens.
